Assay outcomes from PubChem.
KB-V1 cytotox = qHTS assay for MDR1-selective chemotherapeutics: Primary screen using the drug-selected MDR subline cells KB-V1. Potency, µM (top dose mostly 46.1 µM), inactives show at the top dose activity change, negative = cytotoxicity, most hits filed as cytotoxic. KB-V1 MDR cells viability, CellTiter-Glo, 72 h. AID 1347076, 2019. actives 3.4% (n = 400,000); further: potency means the concentration at half of the fitted maximal effect; on the % scale 0 is the no-effect control and ±100 the full control effect; nearly all actives have a fitted effect of over 60% in size
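Compound-treated KB-V1 multidrug-resistant cells, 72 h, 37 degrees C; viability by CellTiter-Glo. Fitted qHTS curves give the values.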
GLP1R inv ag = qHTS of GLP-1 Receptor Inverse Agonists (Inhibition Mode); Glucagon-like peptide 1 receptor (Homo sapiens), P43220; HEK293 GLP-1R CRE-luciferase, luminescence, 24 h; GLP-1R form is constitutively active; Potency, µM (titrated, usually from 38.3 µM), inactives show at the highest dose activity change, negative = inhibition, hits mostly inhibitors; actives 1.6% (n = 410,000); further: potency means the concentration at half of the fitted maximal effect; on the % scale 0 is the no-effect control and ±100 the full control effect; nearly all actives have a fitted effect of over 55% in size
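Readout was luciferase luminescence, measured 12 min after detection reagent at room temperature. Beforehand, GLP-1R reporter HEK293 cells had sat 12 h, then received compounds for 24 hr at 37 deg C.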
aSyn yeast inh = qHTS of alpha-syn Inhibitors; Potency, µM (series often up to 46.1 µM), inactives show at the highest dose growth rescue (activation), usual class: activators; Yeast expressing alpha-synuclein, growth rescue, BacTiter-Glo, 24 h; actives 0.14% (n = 370,000); further: potency means the concentration at half of the fitted maximal effect; % of control where 0% means no effect; nearly all actives have a fitted effect of over 65% in size
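Readout is rescue of growth in alpha-synuclein-expressing yeast, so inhibitors of toxicity appear as activators. Growth after 24 hr at 30 deg C in galactose medium is quantified by luminescence.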
GLP-1R agonist = qHTS of GLP-1 Receptor Agonists; HEK293 GLP-1R CRE-luciferase, luminescence, 4-6 h; cells express a hypersensitive GLP-1R form; actives 0.007% (n = 380,000); Potency, µM (top dose mostly 45.6 µM), for the others: top-dose activation, hits mostly activators; further: potency means the concentration at half of the fitted maximal effect; % of control where 0% means no effect
HEK293 tox = qHTS of GLP-1 Receptor Inverse Agonists: Cytotox Screen; HEK293 cAMP-luciferase reporter cells, luminescence, 24 h; actives 0.13% (n = 410,000); Potency, µM (highest dose often 38.3 µM), for inactives: at the top dose activity change, negative = inhibition, hits mostly inhibitors;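 further: loss of luciferase light is scored as toxicity; potency means the concentration at half of the fitted maximal effect; on the % scale 0 is the no-effect control and ±100 the full control effect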
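MLSMR compounds, 24 hr on cells at 37 deg C/5% CO2; luminescence after luciferase reagent (12 min RT). Inhibition counted as the undesired cytotoxic outcome.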
TDP43 rescue = qHTS of TDP-43 Inhibitors; TDP-43 expressing yeast growth rescue, BacTiter-Glo, 24 h; Potency, µM (doses to about 46.1 µM), for inactives: at the highest dose growth rescue (activation), usual class: activators; actives 1.8% (n = 410,000); further: potency means the concentration at half of the fitted maximal effect; % of control where 0% means no effect; nearly all actives have a fitted effect of over 50% in size
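Cell-based yeast growth screen: TDP-43 expression induced in galactose, inoculum OD600=0.02 after raffinose pregrowth to mid-log. Read-out BacTiter-Glo luminescence at 24 hr, 30 deg C; inhibition of toxicity seen as signal increase.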
DRD3 agonist = qHTS of D3 Dopamine Receptor Agonist: qHTS; D(3) dopamine receptor (Homo sapiens), P35462; D3R DiscoveRx beta-arrestin cells, luminescence, 90 min; max activation, %; actives 0.58% (n = 410,000); in the data active means max activation above about 30%; further: 0% is about no effect; mostly tested at two doses, the higher about 12 µM
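Agonist-mode cell screen: cells plated at 1500/well and incubated overnight at 37 °C, then exposed to library compounds for 90 min at 37 °C. Detection reagent was added for 30–60 min at room temperature, and luminescence was read.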
PTHR1 agonist = qHTS for PTHR1 Agonists: Primary Screen | Parathyroid hormone/parathyroid hormone-related peptide receptor (Homo sapiens), Q03431 | HEK293 GP2 PTHR1 cells, GloSensor cAMP luminescence, 1 h | Potency, µM (titrated, usually from 115 µM), inactives show top-dose activation, hits mostly activators | actives 0.075% (n = 410,000) | AID 743266, 2014; further: potency means the concentration at half of the fitted maximal effect; nearly all actives have a fitted effect of over 55% in size; some results filed as inactive show a strong effect at the top dose; inactives centre near -15; many of its hits are not listed in these tables
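HEK-293-derived GP2 cells expressing PTHR1 and a GloSensor cAMP reporter, 3,000/well, plated overnight, given luciferin plus IBMX (each 0.5 mM as added) for 1 h at 37 °C, then compound for 1 h at 37 °C. Luminescence was read after 15 min at room temperature.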
D3 antag = qHTS of D3 Dopamine Receptor Antagonist: qHTS. D(3) dopamine receptor (Homo sapiens), P35462. D3R cells, DiscoveRx beta-arrestin luminescence, antagonist mode; hits give low values. max response, negative = inhibition, %. actives 2.5% (n = 360,000). AID 652054, 2013; in the data active means max response below about -50%; inconclusive means no clear call, values can overlap the other calls; further: on the % scale 0 is the no-effect control and ±100 the full control effect; mostly tested at two doses, the higher about 12 µM
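Cells plated overnight at 1500 cells/well, then exposed to library compounds with dopamine controls for 90 minutes at 37 degrees C. DiscoveRx reagent added for 30–60 minutes at room temperature; luminescence read, quantitative HTS format.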
Starred values were filed as active, the others as inactive; i = inactive; u = inconclusive; x = not tested or not shown; [ ] = remark or other dose. Unless noted, the call rests on the fitted dose curve; in most records, active means well fitted curve in the direction sought with a large enough effect; inconclusive means small, poorly fitted or top-dose-only effect, or another doubt; inactive means no such curve, though single readings can be large; an effect the other way counts as inactive or inconclusive. Some of the compounds tested; the hit share may differ from the screen's.

molecule,KB-V1 cytotox,GLP1R inv ag,aSyn yeast inh,GLP-1R agonist,HEK293 tox,TDP43 rescue,DRD3 agonist,PTHR1 agonist,D3 antag
CN(C)c1ccc(S(=O)(=O)c2ccc(Cl)cc2)cc1,-9%,15%,0%,7%,3%,3%,4,-4%,17
COC(=O)Cn1c(C(=O)N2CCCC2)cc2c1C[C@H]1CN(C(=O)c3ccccc3)[C@@](Cc3ccc(F)cc3)(C(=O)OC)[C@@H]21,24%,-23%,6%,-1%,7%,-5%,-12,-22%,0
O=C(CCCSc1nc2sc3c(c2c(=O)[nH]1)CCC3)NCCO,9%,8%,0%,2%,-18%,12%,12,-9%[57.5 µM],13
CCOC(=O)CN(C)C(=O)CCc1nnc(-c2ccc(-c3ccccc3)cc2)o1,u,18%,2%,1%,-4%,u,5,-18%,3
COC(=O)c1cc(OC)c(OC)cc1NC(=O)c1ccc(OC)cc1,-16%,34%[activator],-1%,9%,-4%,20%,4,-13%[57.5 µM],0
Cc1nn(CC#N)c(=O)n1-c1ccc(Cl)cc1,-4%,11%,1%,1%,-5%,-19%,-6,i,-17
COc1ccc([N+](=O)[O-])cc1NC(=O)CSc1nc(C)c(C)c(C)n1,-5%,21%,-13%,0%,-8%,9%,2,i,5
COc1cc(OC)c(NC(=O)CC(c2cccs2)N2Cc3ccccc3C2=O)cc1Cl (stereo unspecified),10%,-38%,7%,-8%,-10%,5%,-11,-21%,x
C/C(=N\NC(=O)CCn1nc(C)cc1C)C(C)(C)C,3%,9%,-4%,1%,16%,-1%,9,i,-14
Cc1ccc2cc3cc(C(=O)N4CCN(Cc5ccccc5)CC4)sc3nc2c1,-12%,0%,0%,-6%,2%,16%,-6,-4%,-16
CCOC(=O)Cc1nnc(NC(=O)CSc2nc3ccccc3[nH]2)s1,u,14%,-4%,-1%,5%,-5%,-2,-9%,-7
Cc1cc(=O)oc(C)c1C(=O)NCC(C)NC(=O)c1c(C)cc(=O)oc1C (stereo unspecified),0%,-7%,-8%,10%,-1%,-8%,5,i,6
CC(C)OC(=O)Cn1c(=O)oc2ccccc21,23%,1%,-2%,5%,-1%,6%,-6,i,10
CC(C)N(CCNC(=O)COc1ccc2oc3c(c2c1)CCCC3)C(C)C,-19%,u,0%,19%,-33%,-13%,-9,i,-11
CC(=O)Nc1ccc(C(=O)NCCCOC(C)C)cc1,u,3%,0%,-1%,3%,4%,-6,-13%,1
COc1cc(CN2CCN(Cc3cn(C)c4ccccc34)CC2CCO)cc(OC)c1 (stereo unspecified),0%,u,9%,5%,-10%,15%,-6,-14%,8
CCOC(=O)c1c(CN(C)C)oc2cc(CN(C)C)c(O)c(CSc3ccccc3)c12,-5%,u,-4%,20%,-28%,-12%,-21,-13%[57.5 µM],-59*
CC(=O)NC1C(OCc2ccccc2)OC(CO)C(OC(C)=O)C1OC(C)=O (stereo unspecified),10%,5%,-14%,-5%,-6%,5%,2,i,1
CC(/C=C/c1ccccc1F)=N\NC(=O)C(C)C,u,10%,3%,2%,-9%,0%,-1,i,5
COc1ccc(/C=C(\C#N)C(=O)OCC(=O)NCc2ccccc2OC)cc1,3%,4%,-5%,8%,-1%,10%,-17,-22%,-25
COC(=O)c1nc(NC(=O)c2ccccc2)n[nH]1,21%,-7%,-1%,-10%,-8%,9%,2,i,25
CCOC(=O)c1cc(CC)sc1/N=C/C1C(=O)CC(C)(C)CC1=O,1%,14%,-2%,9%,10%[1.53 µM],u,-4,-5%,3
CCCCn1c(N)c(N(CCC(C)C)C(=O)c2sc3nc4n(c(=O)c3c2C)CCC4)c(=O)[nH]c1=O,20%,-30%,10%,-6%,0%,17%,2,-15%,16
Cc1ccc2c(c1)NC(=O)C(CC(=O)NCc1cccnc1)O2 (stereo unspecified),0%,8%,0%,-1%,3%,-3%,-6,-1%,-9
Cc1ccc(S(=O)(=O)c2nc(-c3ccco3)oc2NCC2CCCO2)cc1 (stereo unspecified),u,7%,u,1%,-25%,-8%,-1,i,-5
Cc1noc2ncnc(NCc3cccc(Cl)c3)c12,-9%,-16%,x,x,11%,u,-9,-70%[inhibitor],x
C/C(=N\NC(=O)c1ccc(O)cc1)c1ccc2c(c1)Nc1ccccc1S2,u,u,15%,10%,11%,-8%[0.397 µM],5,-25%,1
COc1ccc(NC(=O)N(C)C[C@H]2Oc3ccc(NC(=O)NC4CCCCC4)cc3C(=O)N([C@H](C)CO)C[C@@H]2C)cc1,0%,19%,0%,-2%,0%,4%,24,-20%,5
O=S1(=O)N[C@H](Cc2ccccc2)COc2cccc(N3CCN(Cc4ccccc4F)CC3)c21,12%,u,8%,0%,-9%,11%,-10,-93%[inhibitor],u
Cc1nnc(SCC(=O)Nc2ncc3c(n2)CCCC3=O)s1,2%,3%,-15%,-4%,4%,8%,7,i,42
Cc1c(OC(C)C(=O)NCC2CCC(C(=O)O)CC2)ccc2c1oc(=O)c1ccccc12 (stereo unspecified),11%,1%,2%,-2%,1%,-12%,-1,-38%[inhibitor],0
CC(C)/C=N/Nc1nc(-c2ccc(Br)cc2)cs1,0%,5.6µM*,-29%,-5%,-6%,-5%,2,-58%[inhibitor],11

Quoted from above, two compounds:
molecule,KB-V1 cytotox,GLP1R inv ag,aSyn yeast inh,GLP-1R agonist,HEK293 tox,TDP43 rescue,DRD3 agonist,PTHR1 agonist,D3 antag
Cc1c(OC(C)C(=O)NCC2CCC(C(=O)O)CC2)ccc2c1oc(=O)c1ccccc12 (stereo unspecified),11%,1%,2%,-2%,1%,-12%,-1,-38%[inhibitor],0
CC(C)/C=N/Nc1nc(-c2ccc(Br)cc2)cs1,0%,5.6µM*,-29%,-5%,-6%,-5%,2,-58%[inhibitor],11

Continued.
molecule,KB-V1 cytotox,GLP1R inv ag,aSyn yeast inh,GLP-1R agonist,HEK293 tox,TDP43 rescue,DRD3 agonist,PTHR1 agonist,D3 antag
Cc1ccc(-c2nnc(NC(=O)CCS(=O)(=O)c3ccccc3)o2)c(C)c1,-3%,9%,-27%,3%,11%,-23%,-25,0%,-20
N#Cc1c(-c2ccncc2)c2c([nH]c1=S)CCCC2,0%,38%[activator],2%,-1%,-1%,0%,0,-2%,35
COc1ccc(NC(=O)c2ccccc2-c2ccccc2)cc1,-15%,2%[7.66 µM],-19%,5%,0%[7.66 µM],15%[9.22 µM],1,-37%[inhibitor],2
CCCN1C(=O)C2C(C(=O)Nc3cccc(OC)c3)C3C=CC2(O3)C1C(=O)NC1CCCCC1 (stereo unspecified),-13%,-2%,-2%,3%,7%,-19%,-6,-21%,-16
CCOc1ccc(NC(=O)COc2coc(CN3CCc4ccccc4C3)cc2=O)cc1,-10%,-11%,-1%,1%,10%,-21%,-7,-64%[inhibitor],-22
COc1cc(C2C(C(N)=O)=C(C)Nc3nc(CCCO)nn32)cc(OC)c1OC (stereo unspecified),19%,-2%,-4%,3%,-5%,10%,1,-13%,13
Cc1c(C(=O)NCc2ccccn2)oc2ccc(S(=O)(=O)N3CCC4(CC3)OCCO4)cc12,-23%,13%,12%,12%,-17%,0%,-3,i,8
CC(=O)N1CCN(C(=O)c2ccc(-n3c(C)ccc3C)cc2)CC1,-18%,37%[activator],2%,0%,-12%,20%,-1,5%,-4
CCOC(=O)N/N=C/c1cn(CCCOc2ccc(C)cc2)c2ccccc12,21µM*,u,-4%,9%,-1%,u,16,i,37
O=P(O)(O)COc1ccccc1P(=O)(c1ccccc1)c1ccccc1,-14%,-2%,-3%,0%,-2%,-4%,-3,i,8
COc1cc(/C=C/c2[nH]c(=O)[nH]c(=O)c2[N+](=O)[O-])cc(OC)c1O,10%,1%,1%,0%,19%,-1%,2,-1%,-10
COc1ccc(-n2c(O)c(C=NC3CC3)c(=O)[nH]c2=O)cc1,16%,7%,-2%,-7%,4%,-4%,3,-2%[57.5 µM],0
O=C(Nc1cccc(S(=O)(=O)N2CCCCC2)c1)c1ccc([N+](=O)[O-])o1,u,28%,-81%[inhibitor],3%,-19%,19%,-3,-3%,-29
O=C(NCC(=O)N1CC=C(c2ccccc2)CC1)c1ccco1,27%,-6%,1%,0%,5%,4%,-2,-4%,-7
COc1cc(-c2cc(NC=O)c3ncc(-c4cccc(C(=O)N(C)C)c4)n3c2)cc(OC)c1OC,0%,17%,-3%,8%,-12%,0%,2,-7%,0
COc1ccccc1C(=O)Nc1cc2c(cc1N1CCOCC1)n(C)c(=O)n2C,-9%,8%,x,x,-4%,-9%,-13,i,x
c1ccc(-c2ncnc3ccccc23)cc1,0%,21%,-3%,1%,6%,13µM*,8,-39%[inhibitor],-1
CC(=O)c1ccc(Cl)c(Cl)c1Cl,1%,-2%,1%,0%,-3%,0%,12,-11%,-8
Cc1ccc2cc(CCNC(=O)C(=O)c3c(C)[nH]c4ccccc34)c(=O)[nH]c2c1,8%,-8%,-7%,3%,-36%,9%,2,-17%,25
COc1ccc(C(=O)Oc2cc(OC)cc(OC)c2C(C)=O)cc1,5%,2%,-4%,5%,2%,5%,-19,-21%,u
COc1ccc(/C=N/n2c(SC)nnc(C(C)(C)C)c2=O)c(OC)c1,13%,13%,-1%,-4%,15%,-2%,9,-7%[57.5 µM],-17
CSCCC(NC(=O)c1ccco1)C(=O)NCC(C)(C)N1CCOCC1 (stereo unspecified),14%,0%,-10%,-6%,1%,-10%,0,i,19
COc1ccc(S(=O)(=O)N(CC(=O)Nc2cccnc2)c2ccc(C)cc2)cc1OC,0%,8%,x,x,-17%,8%,5,i,x
